Bioassay records from PubChem BioAssay.
SMARCA2 activ: activators of SMARCA2 function; actives 1% (n = 370,000); MG213 cells, MMTV-luciferase reporter, dexamethasone, overnight; activation, % at 9.1 µM; in the data active = activation above about 7.8%;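 also: 0% = vehicle wells and 100% = reference activator wells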
ARFGAP1 inhibitor: inhibitors of rat ARFGAP1; AID 651572; inhibition, % at 16.5 µM; Arfgap1-stimulated ARF1 GTP hydrolysis, GDP FP detection; actives 0.26% (n = 360,000);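 active = inhibition above a per-plate limit, mean inhibition of low control wells plus 3 SD, cut at about 25% in these data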;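 also: 0% = DMSO wells with enzyme and 100% = wells lacking Arfgap1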
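Assay system: purified rat His6-Arfgap1 residues 1-136 (GAP domain); Reagent: human Δ17 ARF1 bound to GTP; Dosing: 16.5 µM single point, 1.26% DMSO; Times: GTP hydrolysis reaction 2 h at 25 °C; Signal: FP, GDP Alexa 633 tracer displaced from anti-GDP antibody, 620/688 nm; Measure: % inhibition from polarization.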
GC-B act: GC-B (human) receptor activation; P20594; HEK293-GC-B cells, CNP EC30, cGMP TR-FRET; 0% at EC30 CNP, 100% saturating CNP; activation, % at 10 µM; actives 0.11% (n = 370,000); AID 1920062;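 active = activation at 10 µM reaching about 35% in either raw or pattern-adjusted values, limit read from the data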
Target sequence (P20594 whole entry, looked up): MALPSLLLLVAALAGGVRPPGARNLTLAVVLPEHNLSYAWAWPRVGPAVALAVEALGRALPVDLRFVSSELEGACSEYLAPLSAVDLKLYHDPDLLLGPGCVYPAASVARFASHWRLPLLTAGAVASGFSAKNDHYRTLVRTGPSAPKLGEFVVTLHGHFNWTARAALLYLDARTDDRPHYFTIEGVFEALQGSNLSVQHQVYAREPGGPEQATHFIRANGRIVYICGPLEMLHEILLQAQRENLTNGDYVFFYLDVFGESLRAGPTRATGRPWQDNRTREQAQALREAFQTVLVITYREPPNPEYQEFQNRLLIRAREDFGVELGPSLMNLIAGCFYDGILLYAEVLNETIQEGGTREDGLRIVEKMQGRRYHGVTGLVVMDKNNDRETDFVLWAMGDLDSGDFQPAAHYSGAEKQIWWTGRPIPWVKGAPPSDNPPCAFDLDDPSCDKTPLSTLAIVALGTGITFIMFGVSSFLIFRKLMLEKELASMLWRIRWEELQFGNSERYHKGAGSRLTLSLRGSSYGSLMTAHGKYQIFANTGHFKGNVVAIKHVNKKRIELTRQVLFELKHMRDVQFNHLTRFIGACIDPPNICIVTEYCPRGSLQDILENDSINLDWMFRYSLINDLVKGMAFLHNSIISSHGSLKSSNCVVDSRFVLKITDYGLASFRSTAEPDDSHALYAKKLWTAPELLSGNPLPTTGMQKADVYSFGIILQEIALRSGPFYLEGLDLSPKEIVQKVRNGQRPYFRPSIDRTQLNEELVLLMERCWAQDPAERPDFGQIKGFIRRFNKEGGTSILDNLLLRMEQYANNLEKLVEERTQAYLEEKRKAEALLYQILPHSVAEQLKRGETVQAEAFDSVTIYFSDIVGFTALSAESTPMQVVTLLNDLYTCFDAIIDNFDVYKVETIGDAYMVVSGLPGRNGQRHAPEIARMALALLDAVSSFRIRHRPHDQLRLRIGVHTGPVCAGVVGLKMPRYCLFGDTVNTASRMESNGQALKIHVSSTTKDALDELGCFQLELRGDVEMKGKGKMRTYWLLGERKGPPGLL
rCAG binder: molecules binding r(CAG) RNA repeats | actives 1.3% (n = 370,000) | r(CAG) RNA repeat, TO-PRO-1 dye displacement fluorescence | inhibition, % at 3 µM;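 active = inhibition above the plate cutoff, the mean of all test compounds on that plate plus 3 SD, cut at about 35% in these data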;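 also: 0% = DMSO alone and 100% = 100 µM mitoxantrone as full dye displacement; higher means more dye released from RNA so lower well fluorescence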
NR1D1 modulator: modulates human Rev-erb alpha binding to DNA. P20393. Rev-erbα–FITC-DNA binding, fluorescence polarization, 90 min. activity, % at 10 µM. actives 0.79% (n = 370,000). AID 1259318;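 active = activity above about 14%, limit read from the data; passing the limit was not always enough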;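 also: 0% = DMSO wells with 35 nM protein and 100% = DMSO wells with 750 nM protein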
ASAP1 inh: ASAP1 ArfGAP inhibition; inhibition, % at 16.5 µM; actives 0.19% (n = 360,000); Q9ULH1; ASAP1-stimulated ARF1 GTP hydrolysis, GDP FP detection; in the data active = inhibition above about 25%;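 also: 0% = vehicle with enzyme and substrate and 100% = no enzyme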
NPR1 activator: GC-A (human) enzyme activation. actives 0.14% (n = 370,000). HEK293 GC-A cells, cGMP TR-FRET, EC30 ANP; 0% at EC30 ANP, 100% saturating ANP. AID 1671463. P16066. activation, % at 10 µM; in the data active = activation above about 40%
mABHD4 FP: ABHD4 (mouse) inhibition, primary FP screen | Q8VD66 | purified mABHD4, FP-Rh probe fluorescence polarization | inhibition, % at 8.92 µM | actives 0.54% (n = 370,000) | AID 720543;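 active = inhibition exceeding the mean over every tested compound plus 3 SD, cut at about 30% in these data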;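 also: 0% = plate median of compound wells and 100% = S159A mutant with DMSO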
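Assay system: wild-type mouse ABHD4 protein; compound: single nominal dose of 8.92 µM, 0.89% DMSO final; schedule: 45 min + 60 min at 25 °C; measured by: FP readout, ex 525 nm / em 598 nm; evaluation: % inhibition of FP-Rh probe binding versus controls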
HTRA1 inhibitor: inhibitors of human serine peptidase HTRA1. Q92743. recombinant HTRA1, FP-rhodamine activity-based probe, fluorescence polarization. inhibition, % at 5.96 µM. actives 0.5% (n = 340,000); in the data active = inhibition above about 36%;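 also: 0% = enzyme with DMSO and 100% = wells lacking enzyme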
PG9 binder: small molecules binding HIV-1 gp120 antibody PG9; TR-FRET gp120-PG9 antibody binding; inhibition, % at 6.7 µM; actives 0.43% (n = 360,000); in the data active = inhibition above about 8.5%
* = called active by the depositor; & = joins results of further samples. Random draw from the library (roughly 4.4% active in at least one column).

Screening Nn1c(SCC(=O)NC2CCCCCC2)nnc1-c1ccco1 returned SMARCA2 activ -6, ARFGAP1 inhibitor 12, GC-B act 2, rCAG binder 1, NR1D1 modulator -4, ASAP1 inh 4, NPR1 activator 1, mABHD4 FP 2, HTRA1 inhibitor 1 and PG9 binder -1.4.
N=C1c2ccccc2CN1NC(=O)c1cccc(S(=O)(=O)N2CCCCC2)c1 was read as SMARCA2 activ 3, ARFGAP1 inhibitor -6, GC-B act 1, rCAG binder 2, NR1D1 modulator 0, ASAP1 inh 5, NPR1 activator 3, mABHD4 FP -11, HTRA1 inhibitor 3 and PG9 binder -2.4.
Screening O=C(N/N=C/c1cccs1)c1cc(-c2ccc(Cl)s2)[nH]n1 returned SMARCA2 activ 2, ARFGAP1 inhibitor 6, GC-B act 0, rCAG binder 16, NR1D1 modulator -17, ASAP1 inh -3, NPR1 activator 19, mABHD4 FP -26, HTRA1 inhibitor -19 and PG9 binder -0.8.
COc1ccc(C(=O)Nc2nc(C)c3cc4c(cc3n2)OCO4)cc1 was read as SMARCA2 activ -2, ARFGAP1 inhibitor 3, GC-B act 3, rCAG binder -3, NR1D1 modulator 5, ASAP1 inh -10, NPR1 activator 2, mABHD4 FP -2, HTRA1 inhibitor 7 and PG9 binder -0.1.
Screening CCOC(=O)C(CC)Sc1nnc2cc(C)c3ccccc3n12 (centres undefined) returned SMARCA2 activ 2, ARFGAP1 inhibitor 6, GC-B act -6, rCAG binder -1, NR1D1 modulator -1, ASAP1 inh 3, NPR1 activator -2, mABHD4 FP 4, HTRA1 inhibitor -2 and PG9 binder -3.0.
Screening Cc1cc(C(=O)N/N=C/C=C/c2ccccc2)n[nH]1 returned SMARCA2 activ -4, ARFGAP1 inhibitor -7, GC-B act -3, rCAG binder 5, NR1D1 modulator 1, ASAP1 inh -8, NPR1 activator 4, mABHD4 FP -1, HTRA1 inhibitor 2 and PG9 binder -5.0.
Cc1ccccc1NC(=O)COC(=O)C1=COCCO1 was read as SMARCA2 activ -2, ARFGAP1 inhibitor 10, GC-B act -2, rCAG binder 3, NR1D1 modulator 3, ASAP1 inh -15, NPR1 activator 2, mABHD4 FP 2, HTRA1 inhibitor 4 and PG9 binder 2.1.
`COC(=O)C1=C(C)Nc2c(c(=O)n(C)c(=O)n2C)C1c1ccc(Cl)cc1` (centres undefined) gave SMARCA2 activ -4, ARFGAP1 inhibitor -1, GC-B act -5, rCAG binder 10, NR1D1 modulator -6, ASAP1 inh 2, NPR1 activator -4, mABHD4 FP 1, HTRA1 inhibitor -6 and PG9 binder 0.8.
Screening Cc1ccc(S(=O)(=O)C(F)(F)F)cc1NC(=O)c1cccnc1 returned SMARCA2 activ -2, ARFGAP1 inhibitor -8, GC-B act 10, rCAG binder -1, NR1D1 modulator 5, ASAP1 inh -2, NPR1 activator 3, mABHD4 FP 4, HTRA1 inhibitor 0 and PG9 binder 0.0.
CCOC(=O)c1c(/N=C/c2cc(C)ccc2O)sc2c1CCN(C)C2 was read as SMARCA2 activ 6, ARFGAP1 inhibitor -4, GC-B act 1, rCAG binder -1, NR1D1 modulator -1, ASAP1 inh 10, NPR1 activator 4, mABHD4 FP 4, HTRA1 inhibitor -5 and PG9 binder -0.1.
Screening O=c1c(C=Nc2ccc(Oc3ccccc3)cc2)c[nH]n1-c1cccc(Cl)n1 returned SMARCA2 activ -3, ARFGAP1 inhibitor 5, GC-B act 9, rCAG binder 1, NR1D1 modulator -7, ASAP1 inh -16, NPR1 activator 5, mABHD4 FP 6, HTRA1 inhibitor -9 and PG9 binder 0.3.
`CNc1c(NS(=O)(=O)c2ccc(F)c(Cl)c2)c(=O)oc2ccccc12` gave SMARCA2 activ -1, ARFGAP1 inhibitor -1, GC-B act -8, rCAG binder 1, NR1D1 modulator -6, ASAP1 inh 1, NPR1 activator -4, mABHD4 FP -5, HTRA1 inhibitor -4 and PG9 binder -0.8.
For CCOCCCNC(=O)C1CCCN(S(=O)(=O)c2ccc(-n3cnnn3)cc2)C1 (centres undefined) the results were SMARCA2 activ 1, ARFGAP1 inhibitor -3, GC-B act -5, rCAG binder -3, NR1D1 modulator 2, ASAP1 inh 25, NPR1 activator 3, mABHD4 FP 3, HTRA1 inhibitor -6 and PG9 binder -0.1.
For Cc1ccc(C2Nc3cccc4cccc(c34)N2)s1 the results were SMARCA2 activ 0, ARFGAP1 inhibitor 1, GC-B act 3, rCAG binder 15, NR1D1 modulator -10, ASAP1 inh 8, NPR1 activator -4, mABHD4 FP 8, HTRA1 inhibitor 14 and PG9 binder -6.8.
For COc1cccc(/C=N/Nc2c(Cl)cncc2Cl)c1O the results were SMARCA2 activ 4, ARFGAP1 inhibitor 19, GC-B act -9, rCAG binder 2, NR1D1 modulator -3, ASAP1 inh 14, NPR1 activator -4, mABHD4 FP 3, HTRA1 inhibitor -14 and PG9 binder -3.0.
`Nc1nc(NCCc2ccccc2)nc(NCCO)c1[N+](=O)[O-]` gave SMARCA2 activ -1, ARFGAP1 inhibitor 0, GC-B act 2, rCAG binder 3, NR1D1 modulator 2, ASAP1 inh -6, NPR1 activator 7, mABHD4 FP 3, HTRA1 inhibitor -4 and PG9 binder -1.4.
`N#Cc1ccc(CN2CCN(c3ccc(S(=O)(=O)N4CCCC4)cn3)CC2)cc1` gave SMARCA2 activ -1, ARFGAP1 inhibitor -8, GC-B act 0, rCAG binder 3, NR1D1 modulator -4, ASAP1 inh -10, NPR1 activator 0, mABHD4 FP -10, HTRA1 inhibitor -2 and PG9 binder 2.4.
`CC(C)CC1CCCCC1OC(=O)C[N+]1(C)CCCCC1` (centres undefined) gave SMARCA2 activ -2, ARFGAP1 inhibitor -2, GC-B act 1, rCAG binder 0, NR1D1 modulator -1, ASAP1 inh 0, NPR1 activator -2, mABHD4 FP 1, HTRA1 inhibitor 1 and PG9 binder -2.6.
`COc1ccc(-n2c(SCC(=O)Nc3nccs3)nc3c(c2=O)SC(C)C3)cc1` (centres undefined) gave SMARCA2 activ -2, ARFGAP1 inhibitor -2, GC-B act 2, rCAG binder 1, NR1D1 modulator 2, ASAP1 inh 1, NPR1 activator -1, mABHD4 FP 0, HTRA1 inhibitor 4 and PG9 binder 0.4.
`Cc1cccc(NC(=O)NNC(=O)CCc2ccccc2)c1` gave SMARCA2 activ 3, ARFGAP1 inhibitor -11, GC-B act -2, rCAG binder 1, NR1D1 modulator 3, ASAP1 inh 6, NPR1 activator 0, mABHD4 FP -3, HTRA1 inhibitor -6 and PG9 binder -0.5.
For CC(C)CC1NC(=O)c2ccccc2-n2c1nc1ccc(F)cc1c2=O (centres undefined) the results were SMARCA2 activ 0, ARFGAP1 inhibitor -5, GC-B act 2, rCAG binder -7, NR1D1 modulator -5, ASAP1 inh 2, NPR1 activator 1, mABHD4 FP -5 and PG9 binder -1.0.
`CC(C)(C)N(Cc1ccccc1)C(=O)COC(=O)C1CC(=O)N(Cc2ccccc2)C1` (centres undefined) gave SMARCA2 activ -3, ARFGAP1 inhibitor 5, GC-B act 6, rCAG binder -11, NR1D1 modulator 1, ASAP1 inh 1, NPR1 activator 0, mABHD4 FP -5, HTRA1 inhibitor -5 and PG9 binder 2.1.
`COCCN(CCOC)S(=O)(=O)c1ccc(C(=O)NCCCN2CCOCC2)cc1` gave SMARCA2 activ -1, ARFGAP1 inhibitor -4, GC-B act -2, rCAG binder -1, NR1D1 modulator 2, ASAP1 inh -11, NPR1 activator 4, mABHD4 FP 0, HTRA1 inhibitor -1 and PG9 binder -1.8.
For CN1CCN(CCCNC(=O)Nc2cccc3ccccc23)CC1 the results were SMARCA2 activ -1, ARFGAP1 inhibitor 8, GC-B act 4, rCAG binder 0, NR1D1 modulator -1, ASAP1 inh -2, NPR1 activator -2, mABHD4 FP 1, HTRA1 inhibitor 4 and PG9 binder -0.3.
Screening CCOC(=O)Cc1nnc(NC(=O)CSc2nc3ccccc3[nH]2)s1 returned SMARCA2 activ 2, ARFGAP1 inhibitor -5, GC-B act -7, rCAG binder 8, NR1D1 modulator 5, ASAP1 inh 0, NPR1 activator -3, mABHD4 FP -8, HTRA1 inhibitor -7 and PG9 binder 0.8.
O=C(N1CCCC1)C12CC3CC(CC(Cl)(C3)C1)C2 was read as SMARCA2 activ -1, ARFGAP1 inhibitor 5, GC-B act 3, rCAG binder -4, NR1D1 modulator -4, ASAP1 inh 5, NPR1 activator 3, mABHD4 FP -3, HTRA1 inhibitor 2 and PG9 binder 0.9.
For COc1cccc(NC(=O)Nc2nnc(N3C(C)CCCC3C)s2)c1 (centres undefined) the results were SMARCA2 activ 4, ARFGAP1 inhibitor 10, GC-B act 8, rCAG binder 10, NR1D1 modulator -3, ASAP1 inh 6, NPR1 activator 3, mABHD4 FP -1, HTRA1 inhibitor 1 and PG9 binder 0.1.
Screening Cc1c(NC(=O)Nc2ccc(C(C)C)cc2)c(=O)n(-c2ccccc2)n1C returned SMARCA2 activ -3, ARFGAP1 inhibitor 7, GC-B act -5, rCAG binder -5, NR1D1 modulator -4, ASAP1 inh -4, NPR1 activator 3, mABHD4 FP 3, HTRA1 inhibitor 1 and PG9 binder -0.4.
For Cc1ccc(C(=O)Nc2cccc(C(F)(F)F)c2)cc1NC(=O)c1ccno1 the results were SMARCA2 activ -5&-1, ARFGAP1 inhibitor 0&24, GC-B act -2&-1, rCAG binder 7&12, NR1D1 modulator 3&-5, ASAP1 inh -5&12, NPR1 activator -1&-3, mABHD4 FP -16&-38, HTRA1 inhibitor -25&-27 and PG9 binder 0.3&0.6.
COc1ccc(S(=O)(=O)n2ccc(-c3ccc4c(c3)CCC(C)(C)O4)n2)cc1 was read as SMARCA2 activ -1, ARFGAP1 inhibitor -1, GC-B act 4, rCAG binder 1, NR1D1 modulator -2, ASAP1 inh 3, NPR1 activator -1, mABHD4 FP -6 and PG9 binder 0.5.
Screening Cc1ccc(SC2=C(Sc3ccc(C)cc3)C(=O)c3ccccc3C2=O)cc1 returned SMARCA2 activ 5, ARFGAP1 inhibitor -13, GC-B act 6, rCAG binder 12, NR1D1 modulator 9, ASAP1 inh -8, NPR1 activator 10, mABHD4 FP 15, HTRA1 inhibitor 11 and PG9 binder 0.6.
Screening Cc1ccccc1C(=O)OCCN(C)Cc1ccccc1 returned SMARCA2 activ 0, ARFGAP1 inhibitor 5, GC-B act 0, rCAG binder -6, NR1D1 modulator -2, ASAP1 inh -1, NPR1 activator -4, mABHD4 FP 2, HTRA1 inhibitor -10 and PG9 binder -2.6.
`NNC(=O)C(Cc1ccccc1)NC(=O)OCc1ccccc1` (centres undefined) gave SMARCA2 activ -3, ARFGAP1 inhibitor 10, GC-B act 0, rCAG binder 1, NR1D1 modulator 6, ASAP1 inh -9, NPR1 activator -1, mABHD4 FP 0, HTRA1 inhibitor -2 and PG9 binder 0.0.
For Cc1nc2ccc(-c3nc4ccc(N)cc4[nH]3)cc2[nH]1 the results were SMARCA2 activ -2, ARFGAP1 inhibitor -2, GC-B act -3, rCAG binder 4, NR1D1 modulator 0, ASAP1 inh 0, NPR1 activator -13, mABHD4 FP 8, HTRA1 inhibitor 6 and PG9 binder -12.
